# NCOA1 inh = human NCOA1 inhibition; Q15788; HEK293 GAL4-SRC1 luciferase reporter, luminescence; inhibition, % at 3.6 µM; 360,000 compounds, 0.12% hits;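 active means inhibition above the campaign mean plus 3 SD, with each screening campaign given its own cutoff, cut at about 60% in these data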;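 further: 0% = DMSO treated cells and 100% = gossypol at 36 µM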
# TLR9-MyD88 block = TLR9-MyD88 interaction inhibition; 340,000 compounds, 0.21% hits; Q9NR96+Q99836; CHO BLA complementation TLR9-MyD88, CCF4 FRET ratio; inhibition, % at 4.98 µM;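 active means inhibition above the mean over all tested compounds plus 3 SD, cut at about 21% in these data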;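 further: 0% = DMSO only wells and 100% = clavulanate BLA inhibitor control wells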
# TROY NFkB inh = blocks TROY-dependent signaling in reporter cells; Q293 LMP1-TROYcd NF-kB luciferase reporter, 4 h; inhibition, % at 10 µM; AID 1347056; 360,000 compounds, 0.98% hits;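 active means compounds whose plate-normalised and pattern-corrected inhibition of the luciferase reporter signal at the single screening dose is 50% or more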
# NOD2 RIPK2 PPI = blocks binding of human NOD2 to RIPK2. AID 624267. CHO BLA complementation NOD2-RIPK2, CCF4 ratio. 360,000 compounds, 0.38% hits. inhibition, % at 4.98 µM. O43353; in the data active means inhibition above about 21%;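 further: 0% = vehicle only and 100% = reference blocker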
# COUP-TFII inh = inhibitors of human COUP-TFII (NR2F2). AID 686940. P24468. inhibition, % at 8.6 µM. HEK293T NGFI-A luciferase reporter, luminescence. 370,000 compounds, 0.7% hits;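 active means inhibition above a per-plate cutoff, mean inhibition of test wells between control levels plus 3 SD, cut at about 38% in these data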;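 further: cells cotransfected with COUP-TFII expression vector driving the NGFI-A reporter; 0% = median of COUP-TF2 test wells and 100% = reporter-only cells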
# TRAIL sens C8 = sensitizes caspase-8 expressing cells to TRAIL. inhibition (viability loss, TRAIL sensitization), % at 10 µM. AID 624354. NB7+C8 cells + TRAIL, ATPlite viability luminescence. 360,000 compounds, 1% hits;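 active means compounds causing at least 50% loss of cell viability in the single-dose screen, relative to plate controls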
# NCOA3 inh = human NCOA3 inhibition; Q9Y6Q9; HEK293 GAL4-SRC3 luciferase reporter, luminescence; inhibition, % at 3.6 µM; 360,000 compounds, 0.17% hits;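 active means inhibition above a per-campaign cutoff, the mean of all compounds plus 3 SD, cut at about 60% in these data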;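 further: 0% = DMSO-treated cells and 100% = gossypol-treated cells at 36 µM; higher means less SRC3-driven luciferase light from the GAL4 reporter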
# Vif imaging = HIV Vif inhibition. HEK293T cells, Vif self-association by quenched fluorescence, imaging, 24 h. inhibition, % at 7.49 µM. 340,000 compounds, 0.35% hits. AID 602346; in the data active means inhibition above about 50%, passing the limit was not always enough; inconclusive means no clear call, values can overlap the other calls; inactive means below about 31%; further: some results filed as inactive read as strong as hits
# SRC2 inh = human SRC2 (NCOA2) inhibition; Q15596; HEK293 GAL4-SRC2 luciferase reporter, luminescence; inhibition, % at 9 µM; 370,000 compounds, 0.17% hits;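 active means inhibition above the mean inhibition of all tested compounds plus 3 SD, set per campaign, cut at about 52% in these data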;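 further: 0% = DMSO treated cells and 100% = cells given Gossypol at 36 µM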
# Target sequence (Q15596 whole entry, looked up, the tested form may be a part): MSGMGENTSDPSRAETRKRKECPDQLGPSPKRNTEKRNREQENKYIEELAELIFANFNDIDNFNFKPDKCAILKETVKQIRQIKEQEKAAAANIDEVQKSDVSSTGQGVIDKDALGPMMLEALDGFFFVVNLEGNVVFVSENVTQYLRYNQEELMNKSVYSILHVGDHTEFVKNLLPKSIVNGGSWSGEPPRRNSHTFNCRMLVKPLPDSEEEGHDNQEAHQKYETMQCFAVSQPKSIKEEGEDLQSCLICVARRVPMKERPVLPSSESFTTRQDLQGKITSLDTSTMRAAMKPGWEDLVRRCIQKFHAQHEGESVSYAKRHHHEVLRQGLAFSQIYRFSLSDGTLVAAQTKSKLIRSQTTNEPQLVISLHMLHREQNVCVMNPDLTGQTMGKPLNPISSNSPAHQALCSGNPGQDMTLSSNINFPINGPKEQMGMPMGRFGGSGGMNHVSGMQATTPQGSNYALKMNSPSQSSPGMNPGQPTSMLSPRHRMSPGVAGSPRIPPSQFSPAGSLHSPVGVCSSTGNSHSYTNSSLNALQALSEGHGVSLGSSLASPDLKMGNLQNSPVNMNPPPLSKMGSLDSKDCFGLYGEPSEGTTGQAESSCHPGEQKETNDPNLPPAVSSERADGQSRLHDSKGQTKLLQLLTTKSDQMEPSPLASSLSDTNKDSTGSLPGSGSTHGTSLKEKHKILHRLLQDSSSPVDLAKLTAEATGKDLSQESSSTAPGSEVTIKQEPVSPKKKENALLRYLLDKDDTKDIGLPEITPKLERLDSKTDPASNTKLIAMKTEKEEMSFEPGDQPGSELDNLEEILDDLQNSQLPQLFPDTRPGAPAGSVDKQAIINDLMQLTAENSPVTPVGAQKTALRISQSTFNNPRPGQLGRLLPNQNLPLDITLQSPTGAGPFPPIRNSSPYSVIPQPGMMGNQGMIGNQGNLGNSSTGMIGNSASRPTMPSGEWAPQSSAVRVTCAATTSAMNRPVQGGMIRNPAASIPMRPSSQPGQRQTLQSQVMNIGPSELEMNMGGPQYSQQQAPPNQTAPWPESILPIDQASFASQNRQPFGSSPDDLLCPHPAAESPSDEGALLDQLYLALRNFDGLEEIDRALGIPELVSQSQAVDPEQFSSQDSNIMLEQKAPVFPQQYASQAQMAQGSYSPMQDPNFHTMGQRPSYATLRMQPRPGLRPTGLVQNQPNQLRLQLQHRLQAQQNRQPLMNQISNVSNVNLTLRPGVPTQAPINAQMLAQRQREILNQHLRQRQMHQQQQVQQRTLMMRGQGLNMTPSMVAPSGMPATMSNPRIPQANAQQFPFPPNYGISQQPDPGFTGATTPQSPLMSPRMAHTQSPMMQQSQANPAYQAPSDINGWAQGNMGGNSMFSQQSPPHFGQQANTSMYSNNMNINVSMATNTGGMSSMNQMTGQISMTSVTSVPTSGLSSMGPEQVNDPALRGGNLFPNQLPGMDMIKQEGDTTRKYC
# EBV LMP1 NFkB = reduces LMP1-driven NF-kappaB luciferase signal | 350,000 compounds, 0.69% hits | LMP1-induced NF-kappaB luciferase reporter cells, luminescence | AID 504558 | inhibition, % at 12.5 µM; in the data active means inhibition above about 41%; inconclusive means no clear call, values can overlap the other calls;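 further: 0% = neutral control wells and 100% = reference inhibitor control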
# LRH-1 inv ag = NR5A2 inverse agonism in reporter assay; HEK293T StAR-luciferase reporter, LRH-1 transfected, 24 h; O00482; AID 602396; 360,000 compounds, 0.13% hits; inhibition, % at 3.6 µM;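 active means inhibition above the mean inhibition of all tested compounds plus 3 SD, cut at about 73% in these data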;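 further: 0% = DMSO wells and 100% = reporter-only cells lacking LRH-1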
# * = called active by the depositor; ? = inconclusive; · = no result given. The list is partial (hit frequency here may not be typical).
# Second line of a record – NCOA1 inh	TLR9-MyD88 block	TROY NFkB inh	NOD2 RIPK2 PPI	COUP-TFII inh	TRAIL sens C8	NCOA3 inh	Vif imaging	SRC2 inh	EBV LMP1 NFkB	LRH-1 inv ag
- COC(=O)c1c(C)[nH]c(C(=O)OCC(=O)c2c(N)n(CC(C)C)c(=O)n(C)c2=O)c1C
→ 11	-6	23	-2	2	10	-15	-10	14	1	-12
- CCCOc1cccc(C(=O)Nc2ccc3c(c2)OCCO3)c1
→ -112	-3	7	-4	-56	52*	-129	-1	-44	-18	-119
- CCCSC1=N/C(=C/c2ccsc2)C(=O)N1c1ccccc1
→ -1	-2	0	0	1	-5	3	11	-32	-2	-4
- Cn1c(N)c(C(=O)COc2ccc(C#N)cc2)c(=O)n(C)c1=O
→ 1	1	20	-10	-10	7	13	6	3	1	4
- CCN(CC)C(=O)c1nc[nH]c1C(=O)N1CCN(C(=O)OC(C)(C)C)CC1
→ 0	4	-1	2	-18	-17	7	-2	-12	-13	10
- CCOC(=O)CNC(=O)N1CCCC(CNS(=O)(=O)Cc2ccccc2)C1 (centres undefined)
→ -1	8	-20	-18	-6	-18	-2	13	0	-1	1
- Cc1ccc(COC[C@H](CC(C)C)N2CCN(C(=O)c3cccc(C(F)(F)F)c3)CCC2=O)cc1
→ ·	·	-8	-6	-2	11	·	·	-30	·	-15
- CCOc1ccccc1NC(=O)C(c1ccccc1)N1CCN(C(=O)c2ccco2)CC1 (centres undefined)
→ -15	-10	5	-3	1	-2	11	5	-13	-1	-12
- COc1cccc(C(O)c2ncc(-c3cccc4ccccc34)[nH]2)c1 (centres undefined)
→ 9	·	7	5	14	-18	-31	8	-13	·	6
- COc1ccc(CNC(=O)CN2C(=O)NC3(CCCc4sccc43)C2=O)cc1OC (centres undefined)
→ -34	1	-2	-9	22	-1	-6	5	-1	10	-12
- CS(=O)(=O)NCCNc1ccc(C(F)(F)F)cc1[N+](=O)[O-]
→ 10	6	10	0	17	5	7	10	14	-9	-17
- CCCCOc1ccc(S(=O)(=O)N2CCN(c3ccc(N4CCN(CC)CC4)nn3)CC2)cc1
→ -1	-8	-10	4	14	18	3	-7	12	-47	-3
- O=C(CN(Cc1ccc(F)cc1)C(=O)CCC(=O)Nc1nccs1)NCc1ccc(F)cc1
→ 8	-7	0	-6	6	6	8	-5	7	0	-3
- CCc1ccc(C(=O)COC(=O)[C@@H](NC(N)=O)[C@@H](C)CC)cc1
→ -27	-1	-65	3	-22	40	-32	1	-32	-14	-15
- CCN=C1S/C(=C\c2cn(C(C)=O)nc2-c2ccccc2)C(=O)N1CC
→ 12	-3	9	-3	-6	7	-3	-9	-2	-4	-10
- CCNC(=O)NC(=O)C(C)OC(=O)c1cc(S(=O)(=O)N2CCCCCC2)ccc1OC (centres undefined)
→ -7	7	0	-6	5	12	0	·	-28	-10	3
- O=C(COc1cccc(-n2cnnn2)c1)Nc1ccc([N+](=O)[O-])cc1
→ -7	6	17	-6	12	0	6	-2	-1	-7	22
- COc1cccc(C#Cc2ccc3c(c2)O[C@H](CN(C)C)[C@@H](C)CN([C@@H](C)CO)S3(=O)=O)c1
→ 2	-2	10	-4	-22	2	3	0	-19	3	-18
- CC(=O)N(C)c1ccc(C(O)(C(F)(F)F)C(F)(F)F)cc1
→ -8	-5	5	-13	-2	3	20	3	1	2	11
- CC(NC(=O)CN1C(=O)NC2(CCCCCC2)C1=O)c1ccccc1Cl (centres undefined)
→ -6	6	-9	-2	-14	6	12	-6	16	-1	11
- c1cncc(-c2nc(NCC3CCCO3)c3ccccc3n2)c1 (centres undefined)
→ -5	-2	3	-6	·	-3	3	-5	·	4	60
- O=C(Cn1cncn1)c1ccc(F)cc1F
→ -10	-2	-26	2	5	-3	13	7	-20	1	-10
- S=C(NCc1ccncc1)Nc1cc(Cl)cc(Cl)c1
→ 11	-3	3	-11	17	-13	12	-5	24	9	22
- COc1c(C)oc2cc(O)ccc2c1=O
→ 14	8	13	-8	10	2	8	4	5	3	8
- Cc1nn(CCc2nc(-c3ccco3)cs2)c2[nH]c(=O)cc(C(F)(F)F)c12
→ 18	4	-13	-6	11	11	10	20	-2	2	11
- COc1ccc(N2CC(C)Cn3c2nc2c3c(=O)n(Cc3ccc(F)cc3)c(=O)n2C)c(OC)c1 (centres undefined)
→ -6	-3	3	-5	9	-4	10	5	3	18	10
- Cc1sc(NC(=O)CSc2nnc(N)s2)c(C#N)c1C
→ 6	-2	-3	-16	5	-11	10	-18	-8	3	-6
- Cc1ccc2oc(C(=O)N(Cc3nccn3C)C(C)C)c(C)c2c1
→ -1	-6	-4	-1	12	16	-7	-4	4	-3	-6
- O=C1Nc2ccc([N+](=O)[O-])cc2OC1CCN1CCN(Cc2ccccc2)CC1 (centres undefined)
→ -8	-2	-10	1	-5	-9	7	-2	-5	-3	14
- O=C1CC(N2CCSCC2)C(=O)N1c1cccc(Br)c1 (centres undefined)
→ -6	-13	-5	-1	-4	3	-1	-13	-6	0	5
- CN(CC(=O)Nc1cccc(F)c1)C(=O)c1cn2ccccc2n1
→ -6	10	-12	-1	-6	-8	-1	5	-10	-1	14
- O=C(Nc1ccc(N2CCOCC2)cc1)c1cccc(S(=O)(=O)N2CCOCC2)c1
→ -16	-8	5	3	7	10	11	-6	-19	-4	6
- O=C(O)c1cccc2c1C(=O)c1ccc(N3CCCCC3)cc1S2(=O)=O
→ 2	4	11	-2	-2	7	6	-4	-30	8	-23
- Cc1ccc(-c2nnc(-n3nnc4ccccc43)c3ccccc23)cc1
→ -2	7	-2	2	7	-1	-3	?	-4	-6	0
- CCCCn1nnnc1C(c1cc2ccccc2o1)N1CCN(c2ccccc2F)CC1 (centres undefined)
→ ·	·	-20	-7	-32	11	·	·	-4	·	-10
- COc1cccc(-c2cc(C(=O)N3CCN(C(=O)c4ccco4)CC3)[nH]n2)c1
→ -15	-1	-4	4	-10	24	-7	17	-1	-1	-16
- CC(=O)c1ccc(OCCCC(=O)Nc2ccc(C)c(S(=O)(=O)N(C)C)c2)cc1
→ 7	3	11	-13	15	-1	0	-8	3	1	9
- O=C(CSc1nnc(Cc2cccs2)n1-c1ccccc1)NCc1ccc2c(c1)OCO2
→ -2	-9	-2	5	8	9	-2	-10	8	-1	-13
- O=C(O)c1cc(-c2cccs2)nc2ccc(F)cc12
→ -11	0	-6	1	-3	-7	3	1	-13	1	6
- N#Cc1ccccc1OCCCNC1CCCC1
→ 0	0	5	5	2	-5	4	-1	-22	-6	-3
- N=C1/C(=C/c2ccc(OC(=O)c3ccco3)cc2)C(=O)N=C2SC=CN12
→ -7	1	-31	10	7	13	9	-2	-25	8	-5
- CCCNC(=O)C1(C)CCCN(C(=O)c2cc(F)ccc2C)C1 (centres undefined)
→ 9	·	-1	-2	-3	-3	16	-3	-2	·	11
- CC1CC(C)CN(C(=O)Cn2nnc(-c3ccc(Br)cc3)n2)C1 (centres undefined)
→ -27	-2	12	-4	5	3	-6	-3	6	-6	2
- O=C(NC(=O)c1ccc(Cl)cc1)Nc1cc(N2CCCCC2)ncn1
→ 10	-9	-3	-2	0	15	6	0	-4	-2	-4
- O=C(Nc1ccc(N2CCCC2)c(Cl)c1)c1ccc([N+](=O)[O-])cc1
→ -5	-1	-33	-3	9	5	-9	·	-17	1	-28
- CCOc1ccc(/C=C/C(=O)Oc2ccc(OC)cc2)cc1
→ -1	6	3	1	14	5	1	-5	9	-20	-3
- Cc1cccc(NC(=O)Cn2c(/C=C/c3ccccc3)nc3ccccc32)c1
→ -68	0	-97	2	-16	9	-58	-1	-24	-11	-66
- CCOC(=O)C1CCN(Cc2cc(=O)n3c(-c4ccccc4)csc3n2)CC1
→ 11	8	-21	-3	6	-10	0	-3	-5	-1	-9
- O=C(CC1COc2ccccc2O1)NC1CCCCC1 (centres undefined)
→ -17	1	-32	5	-12	0	1	·	-7	0	5
- CCOc1ccccc1C(=O)NCC(=O)OCc1c(C)noc1C
→ -12	-6	5	-2	11	0	26	5	-12	-13	-11
- CC(=O)C1=C(C)Nc2ncnn2C1c1ccccc1F (centres undefined)
→ -14	8	-23	5	-16	-4	5	-3	-14	3	11
- COc1cccc(OC)c1OCCCN1CCOCC1
→ 12	6	14	-7	3	3	-6	9	0	1	17
- COc1ccc(CCNC(=O)C(=O)NCC2OCCN2S(=O)(=O)c2ccc(Br)cc2)cc1OC (centres undefined)
→ 10	5	-7	-16	15	-7	12	0	-2	-6	-26
- COc1cccc(N2CC(NC(=O)c3ccc4ccccc4c3)CC2=O)c1 (centres undefined)
→ -9	-4	-5	-3	2	11	1	-10	0	-1	10
- Cc1cccc(N2N=C(C(=O)N3Cc4ccccc4CC3C(N)=O)CCC2=O)c1 (centres undefined)
→ -5	-21	0	-3	3	-16	12	-6	-2	-3	2
- Cn1c(SCC(=O)NCc2ccc3c(c2)OCO3)nc2scc(-c3cccs3)c2c1=O
→ -12	4	37	-5	5	10	-12	-5	-15	10	21
- CC(C)c1nc2ccc(NC(=O)C3CCCCC3)cc2[nH]1
→ -4	2	-6	-3	-10	7	1	4	-13	-4	-7
- COc1ccc(C(=O)N(CN2CCCC2=O)c2nccs2)cc1OC
→ 9	-3	-45	-10	-27	-25	1	7	-8	-1	39
- O=C(CSc1nc2nc(-c3cccs3)cc(C(F)(F)F)c2c(=O)[nH]1)Nc1ccc(F)c(F)c1
→ -1	1	49	-7	10	32	11	-32	-6	-6	14
- COC(=O)Cc1cc(=O)[nH]c(Nc2nc3ccccc3o2)n1
→ -17	-11	-41	-5	4	5	-21	·	-16	1	-18

# The list continues.
# Second line of a record – NCOA1 inh	TLR9-MyD88 block	TROY NFkB inh	NOD2 RIPK2 PPI	COUP-TFII inh	TRAIL sens C8	NCOA3 inh	Vif imaging	SRC2 inh	EBV LMP1 NFkB	LRH-1 inv ag
- O=C(O)COc1ccccc1C(Nc1cccnc1)c1cc(Cl)c2cccnc2c1O (centres undefined)
→ -3	·	-5	8	·	-3	8	0	·	-3	-7
- Cc1cc(NC(=O)CN2CCC(O)(c3cccc(F)c3)CC2)no1
→ 6	8	-26	-8	-20	-6	-95	6	12	4	3
- Nc1nc(SCC(=O)Nc2cccnc2Cl)n[nH]1
→ 3	-1	-13	-12	1	0	8	12	5	-8	13
- Cc1c(-c2ccccn2)c(=O)[nH]n1-c1ccc(F)cc1
→ -131	-17	30	-4	-25	32	-41	5	-40	2	-102
- CC(C)(C)OC(=O)C(Oc1ccccc1[N+](=O)[O-])C(=O)OC(C)(C)C
→ ·	·	·	-6	11	-10	·	·	-19	·	7
- Cc1ccc2[nH]c(C(=O)N3CCN(C(c4ccccc4)c4ccccc4)CC3)cc2c1
→ -8	-7	-4	8	21	27	-15	-5	27	-14	-5
- COc1ccc(-c2cc3ccc(O)cc3oc2=O)cc1
→ -83	21*	-60	39*	-24	28	-57	12	-48	-19	-90
- NC(=O)Nc1ccc(F)cc1
→ -3	11	-9	-7	-3	-14	-15	-5	-3	-5	-8
- CCN(CC)c1ccc(/C=C2\CCC(/C=C(\C#N)C(=O)Nc3ccccc3F)=C2N2CCOCC2)cc1
→ -8	6	0	0	-9	15	6	-3	-3	19	-5

# Screening data: PubChem BioAssay, several laboratories
